High-throughput results: PubChem BioAssay, Sanford-Burnham Center for Chemical Genomics
mIAP block – mouse IAP inhibition | purified mouse IAP, CDP-Star luminescence, 30 min | inhibition, % at 10 µM | hit rate 0.2% among 330,000 | AID 2806;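 active = inhibition of at least 40% at 10 µM in the primary screen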;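 also: plate controls were DMSO with enzyme for no effect and no enzyme wells for full effect; values of inactives mirror those of a sister screen read the other way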
PfGluPho inh – PfG6PD (Plasmodium falciparum) enzyme inhibition. hit rate 0.78% among 350,000. PfGluPho enzyme, NADPH resazurin-diaphorase fluorescence. inhibition, % at 20 µM;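 active = inhibition reaching at least a set limit at 20 µM in the primary screen, cut at about 59% in these data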;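 also: 0% = DMSO wells with substrate and 100% = DMSO wells lacking glucose-6-phosphate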
hIAP activ – increases human intestinal alkaline phosphatase activity; P09923; purified human IAP, CDP-Star luminescence, 30 min; stronger effect = higher value; 1 = vehicle-only enzyme, 0 = enzyme-free background; activation factor at 10 µM; hit rate 0.16% among 330,000; AID 2524;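 active = activation factor of the enzyme at least 2-fold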; also: the source names both 10 and 20 µM as test concentration; values of inactives mirror those of a sister screen read the other way
Target sequence (P09923 whole entry, looked up): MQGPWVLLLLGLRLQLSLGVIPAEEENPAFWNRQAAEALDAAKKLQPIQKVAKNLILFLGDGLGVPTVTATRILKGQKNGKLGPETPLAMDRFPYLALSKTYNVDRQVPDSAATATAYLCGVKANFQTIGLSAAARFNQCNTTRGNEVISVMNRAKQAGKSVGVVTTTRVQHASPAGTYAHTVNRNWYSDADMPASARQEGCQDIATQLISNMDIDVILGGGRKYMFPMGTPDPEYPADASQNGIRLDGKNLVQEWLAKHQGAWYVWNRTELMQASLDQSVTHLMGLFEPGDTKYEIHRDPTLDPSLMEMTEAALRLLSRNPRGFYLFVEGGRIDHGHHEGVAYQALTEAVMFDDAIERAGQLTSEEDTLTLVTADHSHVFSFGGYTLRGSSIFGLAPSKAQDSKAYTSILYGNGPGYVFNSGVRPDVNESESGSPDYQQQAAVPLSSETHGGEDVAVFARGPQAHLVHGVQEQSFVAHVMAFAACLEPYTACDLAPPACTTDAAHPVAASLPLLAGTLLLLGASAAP
ATG4B inhibitor – blocks human ATG4B protease cleavage of LC3 substrate | Q9Y4P1 | ATG4B cleavage of LC3-PLA2, NBD-HPC fluorescence, 1 h | inhibition, % at 8.33 µM | hit rate 0.51% among 340,000; in the data active = inhibition above about 40%
HKDC1 inhibitor – blocks human hexokinase HKDC1 activity; Q2TB90; recombinant HKDC1, G6PDH/diaphorase resazurin coupled fluorescence; inhibition, % at 20 µM; hit rate 0.16% among 340,000;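 active = inhibition above about 35% when tested at 20 µM, limit read from the data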;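 also: plate controls were DMSO wells with enzyme for no effect and DMSO wells lacking enzyme for full effect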
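Assay system: recombinant HKDC1 hexokinase; detection: coupled resazurin fluorescence, excitation 525 nm, emission 613 nm; benchmarks: DMSO-plus-enzyme-mix negative control, buffer-substituted positive control; compound dosing: single 20 µM dose; schedule: 90 min at room temperature in dark; also added: glucose plus 1 mM ATP as hexokinase substrates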
APOBEC3A inh – blocks human APOBEC3A ssDNA deamination. P31941. recombinant A3A, FAM/TAMRA ssDNA deamination fluorescence. inhibition, % at 20 µM. hit rate 0.41% among 330,000. AID 493011;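 active = at least 40% inhibition at 20 µM here, with at most 30% in a related deaminase screen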;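 also: plate controls were A3A with DMSO for no effect and wells lacking A3A enzyme for full effect; some results filed as inactive read as strong as hits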
Target sequence (P31941 whole entry, looked up): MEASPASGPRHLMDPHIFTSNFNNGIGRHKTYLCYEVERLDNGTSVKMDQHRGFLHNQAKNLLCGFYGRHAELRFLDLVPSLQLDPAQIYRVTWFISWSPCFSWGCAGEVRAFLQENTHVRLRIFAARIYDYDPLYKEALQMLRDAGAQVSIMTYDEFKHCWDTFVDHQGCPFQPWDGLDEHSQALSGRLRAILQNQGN
mIAP act – increases mouse intestinal alkaline phosphatase activity; activation factor at 10 µM; hit rate 0.24% among 330,000; muIAP, CDP-Star luminescence, 30 min; stronger effect = higher value; 1 = vehicle-only enzyme signal, 0 = enzyme-free wells; AID 2805;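 active = activation factor of at least 2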; also: the source names both 10 and 20 µM as test concentration; values of inactives mirror those of a sister screen read the other way
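also added = chemiluminescent substrate CDP-Star | test system = mouse IAP enzyme | signal = chemiluminescence readout | compound = DMSO-dissolved test compounds | incubation = 30 min at room temperature | benchmarks = DMSO wells, no-enzyme wells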
hIAP inh – blocks human intestinal alkaline phosphatase | purified IAP, CDP-Star luminescence, 30 min | hit rate 0.12% among 330,000 | inhibition, % at 10 µM | AID 2544 | P09923;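 active = inhibition reaching a set limit with compound at 10 µM in the primary screen, cut at about 35% in these data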;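 also: plate controls were DMSO wells with enzyme for no effect and no-enzyme buffer wells for full effect; values of inactives mirror those of a sister screen read the other way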
* hit, by the source's call; . = not tested or not shown.

SMILES	mIAP block	PfGluPho inh	hIAP activ	ATG4B inhibitor	HKDC1 inhibitor	APOBEC3A inh	mIAP act	hIAP inh
COC(=O)C1=CN(c2ccc(F)cc2)C=C(C(=O)OC)C1c1cccc(Br)c1	-6	10	1.1	-3	21	0	1.1	-14
CCCCCOc1ccc(C2C(C(=O)c3ccc(C)o3)=C(O)C(=O)N2c2cc(C)on2)cc1 (stereo not given)	7	-49	1.1	-1	-8	-4	0.93	-10
CSc1ccc(NC(=O)Nc2cccn(Cc3ccccc3F)c2=O)cc1	5	32	0.9	1	13	-3	0.95	10
Cc1cc(Nc2ccc(Br)cc2)n2nc(C)nc2n1	9	0	1.1	-4	2	3	0.91	-9
Cc1cc(=O)oc2c3c(cc(OCC(=O)NCc4ccco4)c12)OC(C)(C)CC3	-12	12	0.97	-1	12	6	1.1	3
O=S(=O)(c1cccc(Cl)c1Cl)N1CCN(C(=S)NCCCN2CCOCC2)CC1	-8	5	1.1	5	-1	-5	1.1	-5
CCN(CC)S(=O)(=O)c1ccc(NCCCn2ccnc2)c([N+](=O)[O-])c1	4	0	1	-12	2	-2	0.96	-4
CNc1nc(Oc2ccc(C(=O)OC)cc2)nc(SC)n1	9	-1	0.91	-1	-6	-5	0.91	10
CCCOc1ccc(S(=O)(=O)N2CCCC2)cc1[N+](=O)[O-]	4	-20	0.94	1	-1	2	0.96	6
COc1ccccc1NC(=S)N(CCCN1CCOCC1)Cc1cn(C)c2ccccc12	2	4	1	-8	-6	-4	0.98	-3
CCOC(=O)/C=C/c1cnn(-c2ccccc2)c1	0	6	0.98	6	-9	1	1	2
O=C1CN(C(=O)COc2ccc(Cl)cc2Cl)c2ccccc2N1	6	7	1	-6	-3	-4	0.94	-4
COc1ccc(NC(=O)CN(C)C(=O)c2cc(-c3ccco3)nc3ccccc23)cc1	16	13	0.89	-11	17	92	0.84	11
Cc1c(NC(=O)c2ccc(F)cc2)c(=O)n(-c2ccccc2)n1C	-6	-3	0.86	-6	-6	0	1.1	14
CCOC(=O)c1cnc(SC2CC(=O)N(c3cccc(OC)c3)C2=O)nc1N (stereo not given)	4	-19	0.99	-7	-1	-2	0.96	0
CC(C(=O)c1ccccc1)n1cnc2ccccc2c1=O (stereo not given)	4	0	0.91	-15	-1	1	0.95	9
CC(=O)Cc1nsc(NC(=O)c2ccco2)n1	0	9	0.81	-1	-8	-5	0.99	20
CC(C)Cn1c(-c2ccco2)nc2c(c(=O)c3ccccc3n2C)c1=O	7	.	1.1	.	.	6	0.93	-10
Cc1ccc(OCCN2C(=O)C(=O)c3cc(C)ccc32)cc1	8	29	0.9	-9	21	1	0.92	10
Cc1cc(C(=O)CSc2nnnn2C)c(C)n1-c1ccc2c(c1)OCCO2	4	11	0.97	-15	6	-5	0.96	3
CC(CC(=O)NC1CCCCC1)S(=O)(=O)c1ccc2c(c1)NC(=O)CO2 (stereo not given)	-3	-9	0.93	-4	7	1	1	7
O=C(Nn1c(SCc2ccc([N+](=O)[O-])cc2)nc2ccccc2c1=O)c1ccc(F)cc1	4	-42	0.97	29	20	-1	0.96	3
CCCCC(=O)Nc1ccccc1C(C)C	-11	.	1.1	.	.	3	1.1	-15
CCOc1ccccc1NS(=O)(=O)c1ccc2[nH]c(=O)[nH]c2c1	1	5	1.1	-2	-3	3	0.99	-7
CSc1cccc(NS(=O)(=O)c2ccccc2)c1	3	-3	1.1	-14	1	-1	0.97	-7
Cc1ccc(NC(=S)N2CCN(S(C)(=O)=O)CC2)cc1C	8	-9	0.97	-7	-2	0	0.92	3
O=C(c1cc(-c2ccc(Cl)cc2)on1)N1CCN(c2ccc(F)cc2)CC1	7	7	0.92	-6	-1	-1	0.93	8
COc1ccc(Cl)cc1NC(=O)CN(c1ccccc1)S(=O)(=O)N(C)C	-2	18	0.82	-2	-5	3	1	18
COC(=O)C1CCN(S(=O)(=O)Cc2ccccc2Cl)CC1	1	3	0.95	-3	-8	-6	0.99	5
O=C(/C(=N\O)n1cncn1)c1ccc(Br)cc1Br	12	-2	1.1	-3	0	0	0.88	-13
O=C(NCc1ccco1)c1cc2ccc(O)cc2oc1=O	9	-6	1.1	-1	1	23	0.91	-12
C[C@H](CO)N1C[C@H](C)[C@@H](CN(C)Cc2ccncc2)Oc2c(NS(=O)(=O)c3ccc(Cl)cc3)cccc2C1=O	10	4	0.84	-8	-3	-5	0.91	16
N#Cc1ccc(OCC(O)CN2CCN(C(c3ccccc3)c3ccccc3)CC2)cc1 (stereo not given)	-1	8	1.1	-17	-1	-5	1	-8
Cc1ccc(-c2[nH]nc3c2C(C)C(C#N)=C(N)O3)cc1 (stereo not given)	9	-9	1.1	-9	-4	-5	0.91	-6
CC[C@]1(O)CC2CN(CCc3c([nH]c4ccccc34)[C@@](C(=O)OC)(c3cc4c(cc3OC)N(C=O)[C@H]3[C@@](O)(C(=O)OC)[C@H](OC(C)=O)[C@]5(CC)C=CCN6CC[C@]43[C@@H]65)C2)C1 (stereo not given in full)	4	-1	1.1	-12	-3	0	0.96	-8
COCCn1c(SCC(=O)N2CCCC2=O)nc2sc(C)c(C)c2c1=O	-5	15	0.86	15	-2	3	1.1	14
Cc1cc(C)c(C)c(OCC(=O)N2CCCCCC2)c1	-1	-7	1.1	-9	-1	-2	1	-6
N=C1/C(=C\c2coc3ccccc3c2=O)C(=O)N=C2SC(c3ccncc3)=NN12	32	8	1	11	45*	0	0.69	-3
Cc1cc(NC(=O)CSc2nnc(COc3ccccc3)n2Cc2ccco2)no1	-5	-8	0.99	-2	-5	2	1	1
COc1ccccc1OCCSc1nc(N)cc(N)n1	0	-13	0.85	-9	-1	-6	1	15
CCc1nc(N2CCN(C(=O)c3ccccc3)CC2)c2c3c(sc2n1)CCCC3	-9	-5	1.1	75*	4	1	1.1	-13
COc1ccc(C(=O)Nc2cc(C)cc(C)c2)cc1S(=O)(=O)N1CCOCC1	0	-2	1.1	-14	-2	3	1	-10
CC(=O)NC1C(Oc2ccccc2C)OC2COC(c3ccco3)OC2C1O (stereo not given)	10	-15	1.2	5	2	4	0.9	-18
COCCn1c(CCC(=O)O)nc2c1c(=O)[nH]c(=O)n2CC(C)C	0	-5	1.1	-11	-2	-2	0.99	-6
CCn1c(SCC(=O)c2ccccc2)nc2sc3c(c2c1=O)CCN(C)C3	28	28	1.1	-5	-4	2	0.72	-10
CCc1ccccc1NC(=S)N(CCN1CCCCCC1)Cc1ccco1	-17	4	1	3	-8	-8	1.2	-4
Cc1ccc(S(=O)(=O)N/N=C2\C(=O)C3(C)CCC2C3(C)C)cc1 (stereo not given)	8	-4	1.1	5	-9	-2	0.93	-11
Cc1cccc(/C=C/C(=O)c2cc(Br)ccc(=O)c2O)c1	15	35	0.84	18	19	19	0.85	16
Cc1ccc(NC(=O)CSc2nnc(-c3cc(C)on3)o2)cc1	0	11	0.95	-1	-4	-3	0.99	5
Cn1nc(C(C)(C)C)cc1C(=O)NCc1cc(F)cc2c1OCOC2	-7	11	1.1	1	-3	1	1.1	-12
NS(=O)(=O)c1ccc(CCNc2nc3c(-c4cccc(F)c4)nnn3c3ccccc23)cc1	-28	1	1.1	10	-5	-5	1.3	-11
Cc1ccc(Cl)c(OCC(=O)Nc2cc(S(=O)(=O)N3CCOCC3)ccc2N2CCCC2)c1	-3	10	1.2	-11	6	6	1	-23
CCOC(=O)Cc1csc(NC(=O)Cc2cccs2)n1	7	-3	1	-5	1	17	0.93	0
COc1cccc(/C=C2\Oc3cc(OCC(=O)N4CCCC4)ccc3C2=O)c1OC	-1	14	1.1	-6	4	-2	1	-10
O=C(CCS(=O)(=O)c1ccccc1)Nc1nc(-c2cccs2)cs1	1	17	0.97	-18	6	-5	0.99	3
CSCCC(NS(=O)(=O)c1ccc(Cl)cc1)C(=O)OCC(=O)N(C(C)C)C(C)C (stereo not given)	3	-10	0.82	-5	-7	-3	0.97	18
CCC1Nc2ncnc(N3CCN(c4ccccc4)CC3)c2N(Cc2ccc(Cl)cc2)C1=O (stereo not given)	3	13	0.91	-7	4	-4	0.97	9
CC(=O)Nc1ccc(S(=O)(=O)N(C)CC(=O)NC2CCCCCCC2)cc1	5	-4	0.96	-7	-2	-1	0.95	4
Cn1ncc2cc(NC(=S)NC(=O)c3ccccc3)ccc21	-4	-7	0.87	5	6	1	1	13
CCOc1ccc(Br)cc1C(=O)N/N=C/c1ccc([N+](=O)[O-])cc1	1	5	1	-2	-4	-3	0.99	0
(listing goes on)
SMILES	mIAP block	PfGluPho inh	hIAP activ	ATG4B inhibitor	HKDC1 inhibitor	APOBEC3A inh	mIAP act	hIAP inh
Cn1c(N)c(C#N)c2c(c1=S)CSC(C)(C)C2	8	35	0.91	-16	9	-2	0.92	9
FC(F)(F)c1cc(-c2ccccc2)nc(N2CCOCC2)n1	14	5	1.1	-9	-3	-3	0.85	-9
O=C(NCCC1=CCCCC1)C1CCCN(c2nc3ccccc3o2)C1 (stereo not given)	-10	-3	0.98	4	-5	-1	1.1	2
Cc1cnc(C(=O)OCC(=O)Nc2ccc(C)c(S(=O)(=O)N3CCCCCC3)c2)cn1	-14	-17	1.1	1	3	2	1.1	-8
COCCCN(Cc1ccco1)C(=O)Cn1ncc2c([nH]c3ccccc32)c1=O	6	8	0.98	-1	-4	-4	0.94	2
Cc1cccc(NC(=O)COC(=O)c2ccc([N+](=O)[O-])o2)c1C	-3	6	0.98	-8	4	-1	1	2
COC(=O)Nc1ccc2c(c1)OCO2	15	12	1.2	-10	6	-3	0.85	-16
O=C(Nc1ccc(Cl)cc1C(F)(F)F)C(Sc1nnc(-c2cccs2)o1)c1ccccc1 (stereo not given)	16	7	0.93	1	-3	1	0.84	7
O=C(COc1ccc2c(-c3ccccc3)cc(=O)oc2c1)NC1CCS(=O)(=O)C1 (stereo not given)	12	11	0.83	-5	-14	0	0.88	17
C=CCC[C@@H](Cc1ccc(F)cc1)C(=O)OC[C@@H](Cc1c[nH]c2ccccc12)NC(=O)[C@@H](CC=C)CC(=O)N[C@@H](CO)Cc1ccccc1	-9	18	1.2	-13	-1	-3	1.1	-18
O=C(Cn1cnc2cc([N+](=O)[O-])ccc2c1=O)NCCc1ccc(Cl)cc1	9	0	0.88	-9	5	-1	0.91	12
CC(OC(=O)c1n[nH]c2ccccc12)C(=O)Nc1ccccc1[N+](=O)[O-] (stereo not given)	13	13	1.1	5	6	-4	0.87	-10
O=C(Cn1[nH]c(=O)c2ccccc2c1=O)OCC(=O)c1ccc(Br)cc1	-4	-14	0.88	-2	-4	0	1	12
CN(C)c1ccc(/C=C2\NC(=S)N(Cc3ccccc3)C2=O)cc1	24	12	0.65	11	7	-16	0.76	35
CN(C)C(=N)c1n[nH]nc1SCc1ccc(Cl)c(Cl)c1	-13	3	1.1	-1	-6	-8	1.1	-13
CCN(CC)CCC(=O)N1c2ccccc2Sc2ccc(Cl)cc21	-11	-2	0.82	2	-5	-2	1.1	18

Some of these compounds in order of count of non-hydrogen atoms, falling:
SMILES	mIAP block	PfGluPho inh	hIAP activ	ATG4B inhibitor	HKDC1 inhibitor	APOBEC3A inh	mIAP act	hIAP inh
Cc1cnc(C(=O)OCC(=O)Nc2ccc(C)c(S(=O)(=O)N3CCCCCC3)c2)cn1	-14	-17	1.1	1	3	2	1.1	-8
COCCCN(Cc1ccco1)C(=O)Cn1ncc2c([nH]c3ccccc32)c1=O	6	8	0.98	-1	-4	-4	0.94	2
O=C(Cn1cnc2cc([N+](=O)[O-])ccc2c1=O)NCCc1ccc(Cl)cc1	9	0	0.88	-9	5	-1	0.91	12
CCN(CC)CCC(=O)N1c2ccccc2Sc2ccc(Cl)cc21	-11	-2	0.82	2	-5	-2	1.1	18
Cc1cccc(NC(=O)COC(=O)c2ccc([N+](=O)[O-])o2)c1C	-3	6	0.98	-8	4	-1	1	2
